b-catenin transl: alters nuclear translocation of beta-catenin in HeLa cells | immunofluorescence imaging | nuclear translocation activity, % at 5 µM | hit rate 0.3% among 190,000;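 active means nuclear translocation activity above 50% at 5 µM, with a well cell count of 50 or more; inconclusive means wells under 50 cells across six images, flagged as toxic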;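 further: per-cell ratio of nuclear to cytoplasmic median beta-catenin stain intensity; plate controls were DMSO negative control for no effect and GSK-3 inhibitor IX positive control for full effect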
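System: HeLa cells, endogenous beta-catenin; compound dosing: 5 µM primary single dose, 0.1% DMSO, 0.02–20 µM confirmation series; incubation: 24 h compound exposure at 37°C, 5% CO2; signal: beta-catenin immunofluorescence imaging with DAPI; evaluation: % activation, nuclear-to-cytoplasmic median beta-catenin signal ratio per cell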
RSV antiviral HEp-2: RSV antiviral activity via CPE protection, HEp-2 cells, primary 10 µM value included (AID 2391) | HEp-2 cells, RSV-induced CPE inhibition; higher % means a stronger effect | one-dose CPE inhibition, % at 10 µM; IC50 in µM for titrated hits | hit rate 0.13% among 310,000; in the data active means a potency from the dose series; inconclusive means CPE inhibition mostly from about 23% at the one dose, without a potency; inactive means the rest, 99 in 100 with CPE inhibition below about 21%; further: strong numbers were not always called active
West Nile antiviral: West Nile virus antiviral activity, cell-based, CPE readout (AID 1621); West Nile virus-infected cells, CPE inhibition; higher % means a stronger effect; one-dose CPE inhibition, % at 10 µM; IC50 in µM for titrated hits; hit rate 0.02% among 290,000; in the data active means a potency from the dose series; inconclusive means CPE inhibition mostly from about 3.7% at the one dose, without a potency; inactive means the rest, 99 in 100 with CPE inhibition below about 2.2%; further: strong numbers were not always called active
MgcRacGAP inhibition: MgcRacGAP GTPase-activating activity inhibitors, confirmation, biochemical, ADP Hunter fluorescence; MgcRacGAP-stimulated Rac1 GTP hydrolysis, ADP Hunter fluorescence; higher % means a stronger effect; GST-tagged Rac1 F28L mutant substrate; one-dose inhibition, % at 30 µM; IC50 in µM for titrated hits; hit rate 0.6% among 340,000; AID 624330;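 active means first-screen hits whose inhibition reached a set limit at any dose in the follow-up dose series; inconclusive means inhibition above the set first-screen limit but never retested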;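 further: fluorescence reports GDP produced by GAP-driven GTP hydrolysis; strong numbers were not always called active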
PhoP inhibition: PhoP-dependent GFP reporter repression – Salmonella Typhimurium, primary screen (AID 1863); S. Typhimurium PhoP-regulated promoter GFP reporter, 4 h; higher % means a stronger effect; inhibition, % at 50 µM; hits with a dose series show IC50 in µM; hit rate 0.16% among 300,000;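 active means inhibition over 29.93%, a cutoff 3 SD above the screen mean, later confirmed by dose response; inconclusive means inhibition over 29.93% but no dose response follow-up; inactive means inhibition at most 29.93% or unconfirmed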;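 further: 0% = low Mg2+ inducing control and 100% = high Mg2+ repressing control; strong numbers were not always called active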
WT yeast gro inh: growth inhibition of WT yeast, mitochondrial fusion screen; AID 1362; mitochondrial fusion phenotypic screen, WT strain; hit rate 2.1% among 190,000; inhibition, % at 10 µM; in the data active means inhibition above about 58%; tested in S. cerevisiae
T cell modulator: T cell immune modulation candidate; 2C CD8+ T cell-vesicle binding, flow cytometry; stronger effect = lower value; calls only at 7 µM; hit rate 0.068% among 330,000; AID 2052;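 active means response, share of CD8 T cells binding vesicles, and their 90th percentile fluorescence all below set limits, cut at about 80% in these data, passing the limit was not always enough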
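Assay system – 2C mouse CD8+ T cells · Also added – QL9-loaded Drosophila micro-vesicles · Timing – Cell–vesicle co-incubation 1.5 h at 37 °C, staining 20 min on ice · Signal – flow cytometry of vesicle-bound cells · Measure – percent CD8+ FL2 mean versus row control · Controls – Peptide-free naked vesicles (low) and QL9 vesicles with 0.7% DMSO vehicle (high)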
Myeloid diff MLP: compounds promoting myeloid differentiation; ER-HoxA9 myeloid progenitors, lysozyme-GFP differentiation, flow cytometry; hit rate 1% among 360,000; AID 624256; calls only at 10 µM;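 active means normalized GFP-positive differentiation at or above the plate's own cutoff, the solvent-only control mean plus 3 SD; inconclusive means no clear call, values can overlap the other calls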;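 further: cells exposed to compound for four days before flow analysis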
Large T inhibition: TAg ATPase/helicase activity blockers – biochemical (AID 1903). SV40 large T antigen ATPase/helicase inhibition assay; higher % means a stronger effect. hit rate 0.39% among 310,000. one-dose inhibition, % at 20 µM; IC50 in µM for titrated hits; in the data active means a potency from the dose series; inconclusive means inhibition mostly from about 32% at the one dose, without a potency; inactive means the rest, 99 in 100 with inhibition below about 32%; further: strong numbers were not always called active
WT yeast gro inh mutant strain: further read-out of WT yeast gro inh, marked with its call; inhibition, %; mitochondrial fusion phenotypic screen, mutant strain inhibition
b-catenin transl cell count 5 µM: also measured in b-catenin transl; calls as there; cell count; measured here: cell count, cytotoxicity flag
T cell modulator vesicle-bound %: further read-out of T cell modulator, marked with its call; double positive events, %; measured here: CD8+ vesicle-bound cell fraction;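 binding gate set so that unloaded-vesicle control wells show 10% double positive cells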
Myeloid diff MLP GFP+ MAC1+ %: also measured in Myeloid diff MLP; calls as there; GFP+ MAC1+ double positive, %; measured here: differentiation confirmed by MAC1 staining
* = called active by the depositor.

`OCCNc1ncnc2c1ncn2Cc1ccccc1` gave b-catenin transl -0.6, RSV antiviral HEp-2 1.5%, West Nile antiviral 0.7%, MgcRacGAP inhibition 2%, PhoP inhibition 15%, WT yeast gro inh -2, T cell modulator inactive, Myeloid diff MLP inactive, Large T inhibition 5%, WT yeast gro inh mutant strain 11, b-catenin transl cell count 5 µM 987, T cell modulator vesicle-bound % 13 and Myeloid diff MLP GFP+ MAC1+ % 0.9.
O=C1/C(=C\c2ccsc2)N2CCC1CC2 was read as b-catenin transl 0.6, RSV antiviral HEp-2 -1.4%, West Nile antiviral -0.2%, MgcRacGAP inhibition 4%, PhoP inhibition 1%, T cell modulator inactive, Myeloid diff MLP inactive, Large T inhibition 9%, b-catenin transl cell count 5 µM 1320, T cell modulator vesicle-bound % 31 and Myeloid diff MLP GFP+ MAC1+ % 0.6.
CCOC(=O)C(=O)N1CCC(C(=O)OC)CC1 was read as b-catenin transl 5.9, RSV antiviral HEp-2 1.1%, West Nile antiviral -0.2%, MgcRacGAP inhibition 2%, PhoP inhibition -9%, WT yeast gro inh 7, T cell modulator inactive, Myeloid diff MLP inactive, Large T inhibition 11%, WT yeast gro inh mutant strain 4, b-catenin transl cell count 5 µM 961, T cell modulator vesicle-bound % 14 and Myeloid diff MLP GFP+ MAC1+ % 0.2.
Screening COc1ccc(CCN(C)Cc2nc(-c3cnccn3)no2)cc1OC returned b-catenin transl 0.3, RSV antiviral HEp-2 1.3%, West Nile antiviral -0.6%, MgcRacGAP inhibition 5%, PhoP inhibition -14%, T cell modulator inactive, Myeloid diff MLP inactive, Large T inhibition 3%, b-catenin transl cell count 5 µM 1340, T cell modulator vesicle-bound % 32 and Myeloid diff MLP GFP+ MAC1+ % 0.6.
`CCN(CC)S(=O)(=O)c1cc(NC(=O)Cc2ccsc2)ccc1C` gave RSV antiviral HEp-2 10%, West Nile antiviral -1.2%, MgcRacGAP inhibition 10%, PhoP inhibition -5%, T cell modulator inactive, Myeloid diff MLP inactive, Large T inhibition 6%, T cell modulator vesicle-bound % 17 and Myeloid diff MLP GFP+ MAC1+ % 0.4.
CCC(=O)N1c2ccc(S(=O)(=O)NCCc3ccc(C)cc3)cc2CC1C (centres undefined) was read as RSV antiviral HEp-2 9.6%, West Nile antiviral -0.6%, MgcRacGAP inhibition 3%, PhoP inhibition 9%, T cell modulator inactive, Myeloid diff MLP inactive, Large T inhibition 6%, T cell modulator vesicle-bound % 14 and Myeloid diff MLP GFP+ MAC1+ % 0.8.
For CCn1c(SCC(=O)N/N=C/C=C\c2ccccc2[N+](=O)[O-])nnc1-c1ccccc1 the results were b-catenin transl 0.8, RSV antiviral HEp-2 0.4%, West Nile antiviral 0.1%, MgcRacGAP inhibition 7%, PhoP inhibition 3%, WT yeast gro inh -8, T cell modulator inactive, Myeloid diff MLP inactive, Large T inhibition 13%, WT yeast gro inh mutant strain 5, b-catenin transl cell count 5 µM 1358, T cell modulator vesicle-bound % 43 and Myeloid diff MLP GFP+ MAC1+ % 1.0.
`CC(C)c1ccc(-c2nc3c([nH]2)c(=O)n(C)c(=O)n3C)cc1` gave b-catenin transl -0.3, RSV antiviral HEp-2 -0.3%, West Nile antiviral -0.1%, MgcRacGAP inhibition 8%, PhoP inhibition -6%, WT yeast gro inh 10, T cell modulator inactive, Myeloid diff MLP inactive, Large T inhibition 12%, WT yeast gro inh mutant strain 7, b-catenin transl cell count 5 µM 1076, T cell modulator vesicle-bound % 43 and Myeloid diff MLP GFP+ MAC1+ % 1.3.
Cc1ccccc1Cn1ccc(NC(=O)c2nc3ncccn3n2)n1 was read as b-catenin transl 0.3, RSV antiviral HEp-2 -0.2%, West Nile antiviral 0.2%, MgcRacGAP inhibition 6%, PhoP inhibition 0%, WT yeast gro inh 5, T cell modulator inactive, Myeloid diff MLP inactive, Large T inhibition 6%, WT yeast gro inh mutant strain 25, b-catenin transl cell count 5 µM 1133, T cell modulator vesicle-bound % 21 and Myeloid diff MLP GFP+ MAC1+ % 0.5.
For CN(C)C(=O)N1CCN(S(=O)(=O)c2ccc3ccccc3c2)CC1 the results were RSV antiviral HEp-2 5.7%, West Nile antiviral -1.3%, MgcRacGAP inhibition 7%, PhoP inhibition -2%, T cell modulator inactive, Myeloid diff MLP inactive, Large T inhibition 6%, T cell modulator vesicle-bound % 54 and Myeloid diff MLP GFP+ MAC1+ % 0.9.
Screening O=C(c1cn(Cc2ccccc2)nc1-c1cccnc1)N1CCN(Cc2ccccc2)CC1 returned RSV antiviral HEp-2 -0.4%, MgcRacGAP inhibition 6%, T cell modulator inactive, Myeloid diff MLP inactive, T cell modulator vesicle-bound % 43 and Myeloid diff MLP GFP+ MAC1+ % 1.1.
Cc1cc(C)nc(SCC(=O)Nc2ncc3c(n2)CCCC3=O)n1 was read as b-catenin transl -1.5, RSV antiviral HEp-2 3.7%, West Nile antiviral 0.8%, MgcRacGAP inhibition 4%, PhoP inhibition 1%, WT yeast gro inh -12, T cell modulator inactive, Myeloid diff MLP inactive, Large T inhibition 5%, WT yeast gro inh mutant strain 4, b-catenin transl cell count 5 µM 1084, T cell modulator vesicle-bound % 8 and Myeloid diff MLP GFP+ MAC1+ % 1.0.
`COCC1CCN(C(=O)c2cc(COc3ccc4ncccc4c3)on2)CC1` gave b-catenin transl -0.2, RSV antiviral HEp-2 -1.7%, West Nile antiviral -1.1%, MgcRacGAP inhibition -3%, PhoP inhibition 11%, WT yeast gro inh 1, T cell modulator inactive, Myeloid diff MLP inactive, Large T inhibition 4%, WT yeast gro inh mutant strain 4, b-catenin transl cell count 5 µM 1060, T cell modulator vesicle-bound % 29 and Myeloid diff MLP GFP+ MAC1+ % 1.1.
COC(=O)c1sc(N(C)C)c(C#N)c1-c1ccccc1 was read as b-catenin transl 1.0, RSV antiviral HEp-2 1.0%, West Nile antiviral 0.6%, PhoP inhibition -7%, T cell modulator inactive, Myeloid diff MLP inactive, Large T inhibition 6%, b-catenin transl cell count 5 µM 1273, T cell modulator vesicle-bound % 40 and Myeloid diff MLP GFP+ MAC1+ % 0.2.
For COc1ccccc1CN1CC(C(=O)NC2CCCCC2)CC1=O (centres undefined) the results were b-catenin transl -0.9, RSV antiviral HEp-2 0.9%, West Nile antiviral 0.0%, MgcRacGAP inhibition 7%, PhoP inhibition 10%, WT yeast gro inh 18, T cell modulator inactive, Myeloid diff MLP inactive, Large T inhibition 10%, WT yeast gro inh mutant strain 8, b-catenin transl cell count 5 µM 1234, T cell modulator vesicle-bound % 34 and Myeloid diff MLP GFP+ MAC1+ % 0.7.

Of the compounds above, these contain an aryl methoxy group.
Screening COc1ccc(CCN(C)Cc2nc(-c3cnccn3)no2)cc1OC returned b-catenin transl 0.3, RSV antiviral HEp-2 1.3%, West Nile antiviral -0.6%, MgcRacGAP inhibition 5%, PhoP inhibition -14%, T cell modulator inactive, Myeloid diff MLP inactive, Large T inhibition 3%, b-catenin transl cell count 5 µM 1340, T cell modulator vesicle-bound % 32 and Myeloid diff MLP GFP+ MAC1+ % 0.6.
For COc1ccccc1CN1CC(C(=O)NC2CCCCC2)CC1=O (centres undefined) the results were b-catenin transl -0.9, RSV antiviral HEp-2 0.9%, West Nile antiviral 0.0%, MgcRacGAP inhibition 7%, PhoP inhibition 10%, WT yeast gro inh 18, T cell modulator inactive, Myeloid diff MLP inactive, Large T inhibition 10%, WT yeast gro inh mutant strain 8, b-catenin transl cell count 5 µM 1234, T cell modulator vesicle-bound % 34 and Myeloid diff MLP GFP+ MAC1+ % 0.7.

(list continues)
Screening C[n+]1ccccc1N1CCN(c2ccccc2Cl)CC1 returned b-catenin transl -0.1, RSV antiviral HEp-2 8.2%, West Nile antiviral -0.3%, MgcRacGAP inhibition 7%, PhoP inhibition -4%, WT yeast gro inh 12, T cell modulator inactive, Myeloid diff MLP inconclusive, Large T inhibition 11%, WT yeast gro inh mutant strain 9, b-catenin transl cell count 5 µM 905 and T cell modulator vesicle-bound % 24.
CC(=O)Nc1ccc(NC(=O)C(C)N(C)CC(=O)Nc2ccccc2Br)cc1 (centres undefined) was read as RSV antiviral HEp-2 1.6%, West Nile antiviral 0.2%, MgcRacGAP inhibition 6%, PhoP inhibition 8%, T cell modulator inactive, Myeloid diff MLP inactive, Large T inhibition -1%, T cell modulator vesicle-bound % 23 and Myeloid diff MLP GFP+ MAC1+ % 0.7.
For CC(=O)N1N=C(c2ccccc2)OC1c1ccc([N+](=O)[O-])s1 (centres undefined) the results were RSV antiviral HEp-2 4.3%, West Nile antiviral -0.7%, MgcRacGAP inhibition 11%, PhoP inhibition -10%, WT yeast gro inh -8, T cell modulator inactive, Myeloid diff MLP inconclusive, Large T inhibition 24%, WT yeast gro inh mutant strain 29 and T cell modulator vesicle-bound % 23.
For c1ccc2sc(NN=C3CCCC3)nc2c1 the results were b-catenin transl 2.3, RSV antiviral HEp-2 1.6%, West Nile antiviral 0.1%, MgcRacGAP inhibition 15%, PhoP inhibition -5%, WT yeast gro inh 2, T cell modulator inactive, Myeloid diff MLP inactive, Large T inhibition 14%, WT yeast gro inh mutant strain -14, b-catenin transl cell count 5 µM 1100, T cell modulator vesicle-bound % 64 and Myeloid diff MLP GFP+ MAC1+ % 0.2.
For COC(=O)C(C)Oc1ccc(-c2nccc(-c3ccc(F)cc3)n2)cc1 (centres undefined) the results were RSV antiviral HEp-2 3.0%, West Nile antiviral 0.1%, MgcRacGAP inhibition 9%, PhoP inhibition 3%, T cell modulator inactive, Myeloid diff MLP inactive, Large T inhibition 4%, T cell modulator vesicle-bound % 8 and Myeloid diff MLP GFP+ MAC1+ % 0.2.
Screening Cc1ccc(CC(CC(=O)O)C(=O)Nc2ccc(Cl)cc2)cc1 (centres undefined) returned RSV antiviral HEp-2 1.0%, West Nile antiviral -0.3%, MgcRacGAP inhibition 8%, PhoP inhibition 0%, T cell modulator inactive, Myeloid diff MLP inactive, Large T inhibition 6%, T cell modulator vesicle-bound % 37 and Myeloid diff MLP GFP+ MAC1+ % 0.7.

Assay outcomes: PubChem, several laboratories
